# High-throughput results as filed in PubChem BioAssay.
# NR5A2 inv ag = inverse agonists of human LRH-1 (NR5A2); O00482; HEK293T StAR-luciferase reporter, LRH-1 transfected, 24 h; inhibition, % at 3.6 µM; hit rate 0.13% among 360,000; AID 602396;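 active means inhibition above the mean inhibition of all tested compounds plus 3 SD, cut at about 73% in these data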;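 further: 0% = DMSO wells and 100% = reporter-only cells lacking LRH-1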
# Target sequence (O00482 whole entry, looked up): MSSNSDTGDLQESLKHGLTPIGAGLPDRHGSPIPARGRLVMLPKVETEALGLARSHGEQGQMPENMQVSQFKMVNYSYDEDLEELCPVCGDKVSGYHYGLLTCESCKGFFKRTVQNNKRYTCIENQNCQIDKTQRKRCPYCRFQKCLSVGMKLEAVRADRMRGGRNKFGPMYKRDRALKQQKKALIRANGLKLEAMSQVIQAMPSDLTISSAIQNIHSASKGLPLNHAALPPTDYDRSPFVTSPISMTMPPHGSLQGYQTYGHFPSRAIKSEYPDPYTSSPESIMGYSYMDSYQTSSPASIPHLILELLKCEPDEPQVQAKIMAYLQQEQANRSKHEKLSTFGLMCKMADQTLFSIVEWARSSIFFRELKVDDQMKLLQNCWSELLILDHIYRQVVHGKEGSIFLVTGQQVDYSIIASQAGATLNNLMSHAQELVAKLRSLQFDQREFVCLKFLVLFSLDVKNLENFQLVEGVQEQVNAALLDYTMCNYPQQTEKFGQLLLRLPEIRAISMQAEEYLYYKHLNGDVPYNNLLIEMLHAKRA
# MC4R antagonist = human MC4R antagonism in cAMP assay; inhibition, % at 6.5 µM; AID 540295; hit rate 0.48% among 360,000; MC4R-expressing cells, MTII-stimulated cAMP, LANCE TR-FRET;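 active means inhibition above its plate's cutoff, the mean of tested wells on that plate plus 3 SD, cut at about 29% in these data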;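 further: 0% = Melanotan II alone and 100% = Melanotan II plus saturating MCL0020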
# Target sequence (P32245 whole entry, looked up): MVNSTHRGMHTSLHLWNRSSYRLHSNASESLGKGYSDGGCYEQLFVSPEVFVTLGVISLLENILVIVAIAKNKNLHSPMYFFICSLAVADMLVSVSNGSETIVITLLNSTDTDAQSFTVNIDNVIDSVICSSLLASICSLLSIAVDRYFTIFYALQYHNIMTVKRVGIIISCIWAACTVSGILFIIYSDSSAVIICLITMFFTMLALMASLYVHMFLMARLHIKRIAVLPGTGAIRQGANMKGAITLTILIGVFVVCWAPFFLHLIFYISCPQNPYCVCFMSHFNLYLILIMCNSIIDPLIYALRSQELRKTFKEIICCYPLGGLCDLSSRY
#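 System: U2OS cells stably expressing human melanocortin 4 receptor (MC4R). Reagent: Melanotan II challenge after compound preincubation. Doses: 6.5 µM. Times: 30-min compound, 1-h challenge, 1-h detection, room temperature. Measured by: TR-FRET with Eu-cAMP and labeled anti-cAMP, 671 nm. Replicates: singlicate.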
# NCOA2 inhibitor = human SRC2 (NCOA2) inhibition; HEK293 GAL4-SRC2 luciferase reporter, luminescence; inhibition, % at 9 µM; hit rate 0.17% among 370,000;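 active means inhibition above the mean inhibition of all tested compounds plus 3 SD, set per campaign, cut at about 52% in these data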;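 further: 0% = DMSO treated cells and 100% = cells given Gossypol at 36 µM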
# NR2F2 inh = NR2F2 (human) inhibition, primary screen; HEK293T NGFI-A luciferase reporter, luminescence; inhibition, % at 8.6 µM; hit rate 0.7% among 370,000; AID 686940;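 active means inhibition above a per-plate cutoff, mean inhibition of test wells between control levels plus 3 SD, cut at about 38% in these data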;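 further: cells cotransfected with COUP-TFII expression vector driving the NGFI-A reporter; 0% = median of COUP-TF2 test wells and 100% = reporter-only cells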
# LMP1 NFkB inh = reduces LMP1-driven NF-kappaB luciferase signal | inhibition, % at 12.5 µM | LMP1-induced NF-kappaB luciferase reporter cells, luminescence | hit rate 0.69% among 350,000 | AID 504558; in the data active means inhibition above about 41%;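 further: 0% = neutral control wells and 100% = reference inhibitor control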
# NOD2-RIPK2 inh = NOD2-RIPK2 protein interaction inhibition. O43353. CHO BLA complementation NOD2-RIPK2, CCF4 ratio. inhibition, % at 4.98 µM. hit rate 0.38% among 360,000. AID 624267; in the data active means inhibition above about 21%;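 further: 0% = vehicle only and 100% = reference blocker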
# TLR9-MyD88 block = blocks human TLR9 binding to MyD88; Q9NR96+Q99836; CHO BLA complementation TLR9-MyD88, CCF4 FRET ratio; inhibition, % at 4.98 µM; hit rate 0.21% among 340,000; AID 504734;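 active means inhibition above the mean over all tested compounds plus 3 SD, cut at about 21% in these data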;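 further: 0% = DMSO only wells and 100% = clavulanate BLA inhibitor control wells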
# MC4R barr agon = human MC4R agonism via beta-arrestin; hit rate 0.98% among 360,000; activation, % at 8.9 µM; AID 540308; U2OS MC4R beta-arrestin complementation, luminescence; percent of melanotan II response, DMSO zero;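 active means activation above a per-plate cutoff, the mean activation of sample wells on that plate plus 3 SD, cut at about 8% in these data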
# NCOA1 inh = human NCOA1 inhibition; HEK293 GAL4-SRC1 luciferase reporter, luminescence; inhibition, % at 3.6 µM; hit rate 0.12% among 360,000; AID 588354;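 active means inhibition above the campaign mean plus 3 SD, with each screening campaign given its own cutoff, cut at about 60% in these data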;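 further: 0% = DMSO treated cells and 100% = gossypol at 36 µM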
# ABHD5-PLIN5 inh = ABHD5-PLIN5 protein interaction inhibition; Split G. princeps luciferase complementation, luminescence, 4 h; Q00G26+Q8WTS1; hit rate 0.78% among 360,000; AID 602281; inhibition, % at 4 µM;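 active means inhibition above the mean inhibition across every tested compound plus 3 SD, cut at about 22% in these data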;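 further: 0% = DMSO only wells and the 100% control is not disclosed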
# SRC3 inh = inhibits human SRC3 coactivator | Q9Y6Q9 | inhibition, % at 3.6 µM | HEK293 GAL4-SRC3 luciferase reporter, luminescence | hit rate 0.17% among 360,000;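 active means inhibition above a per-campaign cutoff, the mean of all compounds plus 3 SD, cut at about 60% in these data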;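 further: 0% = DMSO-treated cells and 100% = gossypol-treated cells at 36 µM; higher means less SRC3-driven luciferase light from the GAL4 reporter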
# Numbers without * were called inactive; · = no result given. This is a subset; the hit share may differ from the screen's.
no.	smiles	NR5A2 inv ag	MC4R antagonist	NCOA2 inhibitor	NR2F2 inh	LMP1 NFkB inh	NOD2-RIPK2 inh	TLR9-MyD88 block	MC4R barr agon	NCOA1 inh	ABHD5-PLIN5 inh	SRC3 inh
1	c1ccc2c(-c3c[nH]c4ccccc34)c3ccccc3nc2c1	6	0	-6	22	-10	14	-1	-3.3	-3	4	0
2	COc1ccccc1Nc1ccc(C(=O)O)cc1[N+](=O)[O-]	-8	19	-4	6	-8	-2	-3	-2.9	4	-2	3
3	CCn1cc(/C=C2/SC(=S)NC2=O)c(C)n1	20	-6	16	13	-8	1	1	-2.7	10	12	3
4	COC(=O)CC(N)c1ccc(Br)cc1 (stereo not given)	16	2	-16	-6	-6	0	3	-3.3	-20	5	5
5	O=S(=O)(c1cccs1)N1CCC2(CC1)OCCO2	-7	0	4	1	8	-8	-2	-1.9	5	14	6
6	Cc1cccc(C)c1NC(=O)CNC(=O)c1ccc(N2CCCC2)c([N+](=O)[O-])c1	-6	2	-5	10	0	-7	-6	-0.2	-16	-1	3
7	NNc1ccc([N+](=O)[O-])c2[nH][nH]c(=O)c12	12	-3	-10	14	1	-10	10	-2.5	1	6	-4
8	Cc1cc(C(=O)Nc2cc(C)on2)on1	20	4	5	5	4	-4	-1	-1.4	-10	8	0
9	O=C1NC[C@H](CCCCN2C[C@H](Cc3ccc(O)cc3)N(Cc3ccccc3)C(=O)C2=O)N(CCc2ccc(O)cc2)C1=O	-10	·	-20	2	·	3	·	·	·	-6	·
10	CCOC(=O)N1CCN(C(=O)c2cn(CC)c3ccc(S(=O)(=O)N4CCC(C)CC4)cc3c2=O)CC1	-2	0	20	-5	1	6	5	-1.6	-7	-6	6
11	c1ccc(CCNc2nc(-c3ccncc3)nc3ccccc23)cc1	23	-11	-15	12	-4	-15	·	1.8	19	8	18
12	O=C(CSc1nc(-c2ccco2)cc(C(F)(F)F)n1)NCc1cccs1	-2	7	4	6	2	7	-6	0.1	-18	8	4
13	CC1CCc2c(nc3ncnn3c2N2CCN(c3ccccc3)CC2)C1 (stereo not given)	10	9	-3	0	3	-9	3	-2.0	-3	7	-17
14	Cc1cc(C)c(Nc2ncnc(N)n2)c(C)c1	12	-2	-25	-15	6	-1	0	1.1	5	1	13
15	CC(NC(=O)c1ccc(N2CCCC2=O)cc1)c1ccccc1 (stereo not given)	-25	11	-14	-5	-1	-6	-1	-0.4	0	-6	-8
16	CN1CCN(S(=O)(=O)c2cnccc2N2CCN(c3cccc(Cl)c3)CC2)CC1	-2	3	21	1	-4	2	4	-2.0	4	16	14
17	Cc1ccc(/C=C/c2nc3ccccc3c(=O)n2CCc2ccccc2)cc1	1	1	1	-2	-12	-7	-6	-1.0	-11	-5	2
18	CN(C)c1ccnc(Oc2ccc(Cl)cc2)c1C#N	-71	1	-24	-7	-14	-4	14	0.5	-15	2	-23
19	COC(=O)[C@@]1(C)[C@H]2C(=O)N(C)C(=O)[C@H]2[C@H]2CN=C(SC)N21	8	11	-34	19	0	-1	-8	-0.3	6	-7	-2
20	Cc1ccc2sc(N3CCN(CCNC(=O)c4ccco4)CC3)nc2c1C	10	0	-5	12	12	-8	6	-3.9	5	12	11
21	CCOC(=O)c1c(/N=C/c2cc(OC)cc([N+](=O)[O-])c2O)sc(C)c1C	-14	-2	-38	2	-13	0	-5	-1.4	7	-3	2
22	O=C(Nc1csnn1)OCc1ccccc1	-37	15	-45	-12	-2	-5	-10	-2.2	-57	-6	-50
23	O=C(CSCc1ccc(Cl)cc1)N/N=C/c1ccc(OCC(=O)Nc2ccccc2)cc1	-2	8	6	8	-3	-1	-7	5.2	-17	-1	-1
24	CC1(C)CC(=O)C2=C(C1)OC1=C(C(=O)CC(C)(C)C1)C2c1ccccc1	3	4	13	12	0	-7	-3	-1.8	-4	-1	10
25	CCN(c1ccccc1)S(=O)(=O)c1ccc(NN)nc1	-6	0	3	1	3	-12	-12	0.2	5	0	3
26	COc1ccc(/C=N/NC(=O)Cn2cnc3ccccc3c2=O)cc1OC	-9	-3	5	23	-1	-1	-3	-2.8	8	0	12
27	COc1ccc2cc(CN(CCc3ccccc3)Cc3nnnn3Cc3ccco3)c(=O)[nH]c2c1	-9	-3	-18	9	-4	1	-6	-0.2	10	22*	-20
28	CCN(CC)S(=O)(=O)c1ccc(N2CCCC2)c(NC(=O)C2=NN(c3ccccc3)C(=O)CC2)c1	-11	4	6	-2	-7	0	6	-1.6	-17	-11	-1
29	COC(=O)c1c(NC(=O)C2COc3ccccc3O2)sc2c1CCN(C(=O)OC)C2 (stereo not given)	4	31*	11	-6	12	2	-3	1.4	9	10	1
30	Cc1ccc(S(=O)(=O)Nc2ccccc2/C=N/c2nc3ccccc3n2C)cc1	14	1	·	·	-9	7	-8	-2.1	-6	-13	22

# Reprinted at random: two records from the list, in no set order.
no.	smiles	NR5A2 inv ag	MC4R antagonist	NCOA2 inhibitor	NR2F2 inh	LMP1 NFkB inh	NOD2-RIPK2 inh	TLR9-MyD88 block	MC4R barr agon	NCOA1 inh	ABHD5-PLIN5 inh	SRC3 inh
15	CC(NC(=O)c1ccc(N2CCCC2=O)cc1)c1ccccc1 (stereo not given)	-25	11	-14	-5	-1	-6	-1	-0.4	0	-6	-8
18	CN(C)c1ccnc(Oc2ccc(Cl)cc2)c1C#N	-71	1	-24	-7	-14	-4	14	0.5	-15	2	-23

# (further entries)
no.	smiles	NR5A2 inv ag	MC4R antagonist	NCOA2 inhibitor	NR2F2 inh	LMP1 NFkB inh	NOD2-RIPK2 inh	TLR9-MyD88 block	MC4R barr agon	NCOA1 inh	ABHD5-PLIN5 inh	SRC3 inh
31	CC(=O)Nc1ccc(S(=O)(=O)N2CCC(C(=O)O)CC2)cc1	-3	9	-13	10	4	-7	2	-2.4	-6	-1	4
32	CCOC(=O)N/N=C\c1cccc(OC)c1	-23	14	-29	-3	0	4	-1	-2.7	-56	-3	-17
33	CC(C)NC(=O)CCCc1ccccc1	-38	1	-29	3	-3	-26	-5	2.2	-11	2	-21
34	CCCOc1ccc(F)cc1-c1cc(C(=O)Nc2ccccc2)[nH]n1	-41	2	-10	2	·	-18	·	3.0	-11	-14	-29
35	Cn1nccc1C(=O)N(CCN1CCCCC1)CC1CCCN(C2CCCC2)C1 (stereo not given)	-10	-2	-31	-22	-13	-12	3	-2.7	-45	1	-31
36	O=S(=O)(NC1CCCCC1)c1ccc(Cl)nc1	-3	2	-1	-8	3	-1	-2	-1.4	1	-3	15
37	O=C(OCC(=O)N1CCN(c2ccccc2)CC1)c1cccs1	-4	3	-4	12	-12	1	-1	-2.6	-12	-2	8
38	COc1cc(OC)cc(C(=O)Nc2ncc3c(n2)CC(C)CC3=O)c1 (stereo not given)	4	-2	-9	-12	-3	-2	-4	1.9	4	7	0
39	Cc1ccc(CCN2CC(C(=O)NCCc3ccccc3)CC2=O)cc1 (stereo not given)	-5	3	-12	20	20	-10	-5	-2.1	-17	-7	-4
40	COc1ccc(S(=O)(=O)NCc2ccccn2)cc1OC	-8	4	0	0	-6	-4	-6	-0.4	3	2	5
41	O=C(/C=C/c1ccc(Br)cc1)NC(=S)N1CCOCC1	-4	14	-10	-15	-3	2	2	-1.1	-23	-5	-14
42	COc1ccc(CCNC(=O)C(C)SCc2ccccc2)cc1 (stereo not given)	-19	4	-22	-1	7	-13	7	0.0	-1	2	12
43	CC1CCN(c2ccc(N3C(=O)C4CCCCC4C3=O)cc2[N+](=O)[O-])CC1 (stereo not given)	-3	6	-20	1	7	-5	2	-1.1	11	-4	16
44	COc1cc2cc(CCCOC(=O)c3cccc(Br)c3)oc(=O)c2cc1OC	-2	0	-2	-17	9	3	-13	1.9	-15	5	-12
45	Cc1[nH]n(-c2ccccc2)c(=O)c1/C=N/c1nn[nH]n1	-2	9	-3	8	-5	-1	·	-0.7	1	-19	-9
46	COc1ccc2[nH]c(C(=O)N(C)Cc3ccccc3)c(C)c2c1	-2	23	-4	9	-11	-3	3	-0.4	6	-6	10
47	CC(C)(C)n1nc2c(c1NC(=O)Cc1ccc(Cl)cc1)CS(=O)(=O)C2	-9	0	-12	-2	2	-2	2	-5.1	2	-4	-3
48	COc1ccc(-c2nnc(SC(C)C(=O)Nc3nccs3)n2Cc2ccccc2)cc1OC (stereo not given)	-5	4	-37	3	7	12	4	-4.2	-1	6	5
49	Cc1ccc(NC(=S)NNC(=O)c2nnn(-c3ccccc3)c2C)cc1	-4	2	-9	7	-2	-1	-8	-2.4	-49	-3	-5
50	COc1ccc(C)cc1NC(=O)c1nn(-c2ccccc2)cc1OC	17	2	-18	-7	3	-8	-3	1.6	-9	0	12
51	Cc1ccc2[nH]c(=O)c(CN(CC3COCCO3)C(=O)Nc3ccccc3C)cc2c1 (stereo not given)	5	-3	24	15	4	-4	11	2.2	3	0	-21
52	O[C@@H]1C2CCCC1[C@]1(O)CCCCC1C2 (stereo not given in full)	7	13	-2	-7	0	2	5	-0.3	11	1	16
53	CC(C)(C(=O)N1CCC1(C)C(=O)NS(=O)(=O)c1cccc(C#N)c1)c1ccccc1 (stereo not given)	-3	2	-10	-17	·	-19	·	-0.1	-21	0	-10
54	CC(C)C(NC(=O)/C(=C\c1ccco1)NC(=O)c1ccco1)C(=O)O (stereo not given)	-2	-6	-17	3	-2	0	-6	-0.9	-15	2	-4

# Some of the entries so far, with two lines to a compound.
# Sequence of screens – NR5A2 inv ag	MC4R antagonist	NCOA2 inhibitor	NR2F2 inh	LMP1 NFkB inh	NOD2-RIPK2 inh	TLR9-MyD88 block	MC4R barr agon	NCOA1 inh	ABHD5-PLIN5 inh	SRC3 inh
[1] c1ccc2c(-c3c[nH]c4ccccc34)c3ccccc3nc2c1
    6	0	-6	22	-10	14	-1	-3.3	-3	4	0
[49] Cc1ccc(NC(=S)NNC(=O)c2nnn(-c3ccccc3)c2C)cc1
    -4	2	-9	7	-2	-1	-8	-2.4	-49	-3	-5
[42] COc1ccc(CCNC(=O)C(C)SCc2ccccc2)cc1 (stereo not given)
    -19	4	-22	-1	7	-13	7	0.0	-1	2	12
[18] CN(C)c1ccnc(Oc2ccc(Cl)cc2)c1C#N
    -71	1	-24	-7	-14	-4	14	0.5	-15	2	-23
[48] COc1ccc(-c2nnc(SC(C)C(=O)Nc3nccs3)n2Cc2ccccc2)cc1OC (stereo not given)
    -5	4	-37	3	7	12	4	-4.2	-1	6	5
[26] COc1ccc(/C=N/NC(=O)Cn2cnc3ccccc3c2=O)cc1OC
    -9	-3	5	23	-1	-1	-3	-2.8	8	0	12
[15] CC(NC(=O)c1ccc(N2CCCC2=O)cc1)c1ccccc1 (stereo not given)
    -25	11	-14	-5	-1	-6	-1	-0.4	0	-6	-8
